M. tuberculosis – growth inhibition of non-replicating M. tuberculosis (AID 488890) | Mycobacterium tuberculosis non-replicating, growth inhibition; higher % means a stronger effect | 320,000 compounds, 0.39% hits | inhibition, % at 25 µM; hits with a dose series show IC50 in µM; in the data active means a potency from the dose series; inconclusive means inhibition mostly from about 82% at the one dose, without a potency; inactive means the rest, 99 in 100 with inhibition below about 76%;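 further: plate controls were DMSO cells for no effect and high antibiotic wells for full effect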
inhibitors of VEEV – inhibitors of VEEV TC-83 cytopathic effect, confirmation, Vero cells (AID 588727) | Vero cells, VEEV TC-83 cytopathic effect inhibition; higher % means a stronger effect | inhibition, % at 20 µM; hits with a dose series show IC50 in µM | 350,000 compounds, 0.13% hits; in the data active means a potency from the dose series; inconclusive means inhibition mostly from about 14% at the one dose, without a potency; inactive means the rest, 99 in 100 with inhibition below about 12%; further: strong numbers were not always called active
H1N1 NS1A inhibition – H1N1 influenza NS1A inhibitors, functional cell based assay (AID 504329) | NS1A functional cell-based assay, percent inhibition; higher % means a stronger effect | inhibition, % at 12.5 µM, or IC50 in µM where a hit was titrated | 340,000 compounds, 0.3% hits; in the data active means a potency from the dose series; inconclusive means inhibition above about 27% without an active follow-up result; further: strong numbers were not always called active
M. tuberculosis HTS – M. tuberculosis growth inhibition, HTS (AID 449762); M. tuberculosis H37Rv growth inhibition, 7H9 media; higher % means a stronger effect; one-dose inhibition, % at 25 µM; IC50 in µM for titrated hits; 330,000 compounds, 0.59% hits; in the data active means a potency from the dose series; inconclusive means inhibition above about 70% without an active follow-up result;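 further: bacterial growth assessed after seven days of incubation; strong numbers were not always called active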
Salmonella PhoP GFP – Inhibition of PhoP regulon, Salmonella typhi GFP reporter cells, confirmation, 4 h (AID 1850); Salmonella Typhi PhoP-promoter GFP reporter, fluorescence, 4 h; higher % means a stronger effect; inhibition, % at 50 µM, or IC50 in µM where a hit was titrated; 310,000 compounds, 0.33% hits; in the data active means a potency from the dose series; inconclusive means inhibition mostly from about 25% at the one dose, without a potency; inactive means the rest, 99 in 100 with inhibition below about 19%;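 further: 0% = induced wells with vehicle and 100% = uninduced wells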
inhibitors of VEEV 10K pilot screen – recorded beside inhibitors of VEEV, whose call it bears; inhibition, %; measured here: 10K pilot screen inhibition
* hit, by the source's call; i = inactive; u = inconclusive; x = no result given.

SMILES	M. tuberculosis	inhibitors of VEEV	H1N1 NS1A inhibition	M. tuberculosis HTS	Salmonella PhoP GFP	others
COc1ccc(S(=O)(=O)N(C)CC(=O)NC2CC2)cc1	-5%	1.0%	-9%	3%	3%
FC(F)(F)c1ccccc1-n1ccnc1	-2%	2.6%	0%	-4%	-13%
COc1ccc(-c2nc3c(c(=O)[nH]c(=O)n3Cc3ccccc3)n2C)cc1	11%	i	1%	5%	4%
CCCCCn1c(N)c(-c2nc3ccccc3o2)c2c([N+](=O)[O-])nn(C)c(=O)c21	-16%	1.7%	-5%	-4%	-15%
COc1ccc(/C=C\C(=O)NCC(=O)N/N=C/c2ccc(O)cc2O)cc1	9%	4.5%	-26%	0%	13%
CCC(C(=O)Nc1cnccn1)c1ccccc1 (centres undefined)	x	i	0%	x	-6%
O=C(NCc1cccnc1)/C(=C/c1ccc(Cl)cc1)NC(=O)c1ccccc1	3%	i	-2%	4%	-2%
COc1ccc(C2Nc3ccccc3C(=O)N2c2ccc(Cl)cc2)cc1Cn1cc([N+](=O)[O-])cn1 (centres undefined)	39%	7.9%	-6%	-1%	-8%
COc1cc(NC(=O)c2cccnc2)c(Cl)cc1NC(=O)c1ccccc1	4%	1.8%	-9%	1%	-9%
Cc1cccc(-n2c(C)cc(/C=N/NC(=O)c3cccc([N+](=O)[O-])c3C)c2C)c1	5%	i	5%	-5%	-3%	inhibitors of VEEV 10K pilot screen=0.0
O=C(NC(=S)Nc1ccc(S(=O)(=O)Nc2nccs2)cc1)c1ccccc1F	56%	1.9%	12%	4%	11%
CC(C)/C=N/Nc1nc2c(c(=O)n(C)c(=O)n2C)n1C	1%	1.2%	2%	-5%	-3%
CCCCOc1ccc(C(=O)N/C(=C\c2cccc([N+](=O)[O-])c2)C(=O)OCc2ccco2)cc1	-3%	0.5%	-15%	-7%	-7%
COC(=O)/C=C/C(=O)Nc1cccc(C(F)(F)F)c1	57%	2.1%	4%	0%	12%
COc1cnn(C(C)(C)C)c(=O)c1Cl	4%	1.2%	-7%	6%	-1%
Cc1nc(SCC#N)c2c(C)c(C)sc2n1	-8%	0.3%	-2%	x	-1%
CSc1nsc(SC)c1C(=O)Nc1ccc(C)cc1	5%	1.8%	10%	1%	-3%
COc1ccc(C(=O)Nc2cccc(C(=O)O)c2)cc1S(=O)(=O)N1CCCC1	-4%	1.3%	-4%	-18%	-2%
CC12CCC(C(=O)N3CCN(C(c4ccccc4)c4ccccc4)CC3)(OC1=O)C2(C)C (centres undefined)	23%	i	4%	9%	-11%
Cc1cccc(NC(=O)CCC(=O)Nc2nnc(C(F)(F)F)s2)c1	-5%	2.7%	2%	2%	15%
CCN(CC)C(=O)C(=O)N/N=C/c1cccc(Br)c1	8%	1.8%	-17%	1%	0%
CN(C)CCNCc1ccccc1OC1CCCC1	54%	i	3%	69%	6%
O=S(=O)(c1ccc2ccccc2c1)N1CCN(S(=O)(=O)N2CCCCC2)CC1	-7%	1.3%	2%	1%	7%
COc1ccc(CCNC2=C(Cl)C(=O)N(CCc3ccc(OC)c(OC)c3)C2=O)cc1OC	0%	7.7%	-54%	-7%	6%
CC1(C)Cc2c(c(=S)nc(-c3ccccc3)n2CCN2CCOCC2)CO1	3%	1.3%	-3%	-1%	-6%

Not a retest: entries from further up.
SMILES	M. tuberculosis	inhibitors of VEEV	H1N1 NS1A inhibition	M. tuberculosis HTS	Salmonella PhoP GFP	others
COc1ccc(S(=O)(=O)N(C)CC(=O)NC2CC2)cc1	-5%	1.0%	-9%	3%	3%
FC(F)(F)c1ccccc1-n1ccnc1	-2%	2.6%	0%	-4%	-13%
COc1ccc(-c2nc3c(c(=O)[nH]c(=O)n3Cc3ccccc3)n2C)cc1	11%	i	1%	5%	4%
CCCCCn1c(N)c(-c2nc3ccccc3o2)c2c([N+](=O)[O-])nn(C)c(=O)c21	-16%	1.7%	-5%	-4%	-15%

Following part.
SMILES	M. tuberculosis	inhibitors of VEEV	H1N1 NS1A inhibition	M. tuberculosis HTS	Salmonella PhoP GFP	others
c1ccc(CN2CCNCC2)nc1	-22%	i	3%	2%	1%
Cc1ccnc(N2CCC(C(=O)Nc3ccc4c(c3)OCCO4)CC2)n1	6%	2.3%	-9%	6%	-3%
Cn1c(=O)c2cc(S(=O)(=O)NCCC(=O)NCCC3=CCCCC3)ccc2n(C)c1=O	11%	0.2%	-6%	3%	0%
CC(=O)Nc1ccc(NC(=O)CCC(=O)NCCO)cc1	-6%	1.9%	8%	0%	-13%
CCN(C(=O)CN1C(=O)c2ccc([N+](=O)[O-])cc2C1=O)C1CCS(=O)(=O)C1 (centres undefined)	-7%	1.3%	-5%	-5%	4%
COc1ccc(C(=O)N2c3ccccc3C(=O)OC2c2ccc3c(c2)OCO3)cc1 (centres undefined)	18%	1.3%	2%	3%	4%
O=C(c1cc(N2C(=O)C3C4CCC(C4)C3C2=O)ccc1Cl)N1CCN(c2ccccc2)CC1 (centres undefined)	1%	1.5%	3%	-5%	-2%
O=C(O)C1CC=C(Cl)CC1C(=O)NCc1ccccc1 (centres undefined)	-5%	2.2%	-6%	3%	-2%
Cc1ccccc1NC(=O)c1ccc(CSc2ncccn2)cc1	30%	i	20%	2%	-9%	inhibitors of VEEV 10K pilot screen=3.6
O=C(N1CCN(c2ccccc2)CC1)C1(S(=O)(=O)c2ccc(Cl)cc2)CC1	11%	3.3%	12%	0%	11%
CNc1sc(C(=O)c2ccc(F)cc2)c(N)c1-c1nc2ccccc2s1	15%	2.5%	17%	-2%	-3%
O=C(Nc1nc2ccc(Cl)cc2s1)c1ccc(Br)o1	44%	2.5%	-15%	9%	-23%
COc1ccc(OCC(=O)NNC(=S)NC(=O)c2ccc(Br)o2)cc1	u	6.2%	-11%	38%	-10%
COc1ccc(NC(=O)NNC(=O)COc2ccc(Cl)cc2C)cc1OC	-10%	1.1%	-8%	6%	-2%
CCc1ccc(C(=O)Nc2ccc3c(c2)n(C)c(=O)n3C)cc1	20%	i	3%	7%	10%
O=C(COc1cccc(C(F)(F)F)c1)Nc1ccc2[nH]ncc2c1	19%	i	17%	-4%	2%
CCOc1ccccc1Nc1ccnc2cc(Cl)ccc12	28%	0.8%	5%	3%	8%
CCOc1ccc(N2C(=O)CC(Sc3nc(C)cc(C)c3C#N)C2=O)cc1 (centres undefined)	48%	i	-8%	9%	21%
FC(F)(F)c1cccc(Cc2noc(CN3CCSCC3)n2)c1	19%	i	-2%	-5%	8%
O=C(NCCN1CCOCC1)c1cc2c(=O)n3ccccc3nc2n1Cc1ccccc1	7%	i	-8%	-5%	7%
CN(CC(=O)Nc1ccc(Cl)cc1)C(=O)Cn1[nH]c(=O)c2ccccc2c1=O	-19%	1.5%	7%	-1%	2%
CCOc1ccc(S(=O)(=O)NCCC(=O)NCCCSc2ccccc2)cc1	17%	2.1%	3%	-2%	2%
CC(C)(C)c1ccc(C(=O)Nc2cccnc2)cc1	18%	1.5%	-20%	25%	1%
Cc1cc(C)nc(NNC2=CC(=O)CC(C)(C)C2)n1	1%	0.9%	11%	-1%	0%
CC1CCN(C(=O)C(=O)c2cn(CC(=O)N3CCCC3)c3ccccc23)CC1	-6%	i	-5%	-15%	5%

The listing continues:
SMILES	M. tuberculosis	inhibitors of VEEV	H1N1 NS1A inhibition	M. tuberculosis HTS	Salmonella PhoP GFP	others
CCC(C)n1ncn(-c2ccc(N3CCN(c4ccc(O)cc4)CC3)cc2)c1=O (centres undefined)	80%	4.6%	8%	8%	-1%
CC(=O)Nc1ccc(S(=O)(=O)N(C)CC(=O)OCC(=O)N2CCc3ccccc32)cc1	-6%	2.6%	2%	-2%	-2%
CS(=O)(=O)c1cccc(C(=O)OCC(=O)NCc2cccs2)c1	4%	0.9%	-5%	-13%	x
Cc1cccc(CCN(C(=O)c2csnn2)C(C(=O)NC2CCCC2)c2ccco2)c1 (centres undefined)	15%	2.2%	-12%	1%	0%
Oc1ccc(/C=N/Nc2ccc(C(F)(F)F)cn2)c(O)c1	-4%	2.0%	9%	8%	8%
CN(C)c1ccc(NC(=O)CCN2CCN(c3ccccn3)CC2)cc1	24%	0.1%	6%	3%	8%
COc1ccc(C)cc1NC(=S)N1CCN(c2ncccn2)CC1	5%	1.1%	1%	-7%	-6%
c1ccc(COC(CN2CCCCCC2)CN2CCCCCC2)cc1	25%	32%	9%	-4%	4%
O=C(Cc1c(F)cccc1Cl)Nc1ccncc1	8%	1.3%	1%	0%	-2%
CCCN(CC1CCCO1)C(=O)CCc1nnc(CCc2ccc(OC)cc2)o1 (centres undefined)	-1%	3.7%	-1%	-2%	0%
O=C(COc1ccc(Cl)cc1)NNC(=O)c1ccccn1	i	1.9%	0%	u	1%
CCOC(=O)CCP(=O)(O)C(C)(O)c1ccccc1 (centres undefined)	-5%	i	1%	-1%	-2%
CNC(=O)c1nc[nH]c1C(=O)NC	1%	5.2%	-1%	-9%	-1%
O=C(CSC(=S)N1CCOCC1)Nc1ncc2c(n1)CC(c1ccco1)CC2=O (centres undefined)	-16%	i	0%	5%	2%
CC(=O)Nc1ccc(N2S(=O)(=O)c3ccccc3S2(=O)=O)cc1	42%	2.0%	8%	-9%	-7%
COc1ccc(-n2c(Cc3cccn3C)nnc2SCC(=O)NCc2ccco2)cc1	1%	1.0%	13%	5%	-1%
OC1(C(F)(F)F)CC(O)(C(F)(F)F)n2nc(-c3ccccc3)cc2N1 (centres undefined)	-11%	1.0%	-18%	-2%	-5%
CCOC(=O)N1CCN(CC(=O)Nc2ccc(F)cc2)CC1	30%	1.4%	-2%	1%	2%
O=C(COC(=O)c1cccnc1Nc1cccc(C(F)(F)F)c1)NCc1ccc2c(c1)OCO2	-7%	3.1%	6%	-4%	0%
CSc1nc(C)cc(Oc2ccc(OCCOc3ccccc3)nn2)n1	20%	7.3%	8%	-8%	4%
O=C(NCCCN1CCCC1=O)c1cc2nc(-c3ccco3)cc(C(F)(F)F)n2n1	0%	3.1%	-10%	1%	-3%
O=S(=O)(NCC1CCCO1)c1ccc(-c2ccc(S(=O)(=O)NCC3CCCO3)cc2)cc1 (centres undefined)	10%	i	-9%	2%	6%
CCC(=Cc1ccccc1OC)c1ccncc1	x	i	-2%	x	x
Cc1ccc(S(=O)(=O)N(CC(=O)N2CCN(c3ccccc3F)CC2)C2CCCCC2)cc1	14%	2.1%	-6%	4%	10%
COc1cc(OC)c(C(=O)NCc2ccco2)cc1OC	-1%	i	-5%	-1%	-6%

Later entries.
SMILES	M. tuberculosis	inhibitors of VEEV	H1N1 NS1A inhibition	M. tuberculosis HTS	Salmonella PhoP GFP	others
COc1cc2c(cc1OC)C(C)N(C(=O)C1COc3ccccc3O1)CC2 (centres undefined)	23%	7.4%	-7%	11%	-8%
COc1cc(C(=S)N2CCOCC2)ccc1OC(=O)c1cc([N+](=O)[O-])c(C)c([N+](=O)[O-])c1	-1%	1.2%	17%	-6%	-3%
NC(Cc1ccccc1)C(O)(c1ccccc1)c1ccccc1 (centres undefined)	31%	9.2%	-4%	3%	2%
O=C1CCN(S(=O)(=O)c2cccs2)c2ccc(C(F)(F)F)cc2N1	2%	3.1%	3%	3%	-1%
CCCc1c(O)nc(SCCN(CC)CC)n(C(=O)c2ccccc2)c1=O	-9%	2.4%	-7%	-5%	1%
Cc1[nH]nc(NCCO)c1[N+](=O)[O-]	-7%	1.2%	6%	-5%	-1%
CN(CC(=O)Nc1ccccc1Br)C(=O)c1cccc([N+](=O)[O-])c1	-11%	i	1%	3%	10%
COc1cc(C(=O)NCC(c2ccco2)N2CCc3ccccc3C2)cc(OC)c1OC (centres undefined)	13%	6.9%	-5%	35%	0%
CCc1nc(N2CCN(C(C)=O)CC2)c2c3c(sc2n1)CC(C(C)(C)C)CC3 (centres undefined)	58%	i	5%	13µM*	-7%
O=C(O)c1cc(-c2cccc(Cl)c2)nc2nc(N3CCCCC3)sc12	3%	1.7%	-4%	-1%	-5%

6 compounds from above, arranged by molar mass, largest number first.
SMILES	M. tuberculosis	inhibitors of VEEV	H1N1 NS1A inhibition	M. tuberculosis HTS	Salmonella PhoP GFP	others
Cc1cccc(CCN(C(=O)c2csnn2)C(C(=O)NC2CCCC2)c2ccco2)c1 (centres undefined)	15%	2.2%	-12%	1%	0%
CCN(C(=O)CN1C(=O)c2ccc([N+](=O)[O-])cc2C1=O)C1CCS(=O)(=O)C1 (centres undefined)	-7%	1.3%	-5%	-5%	4%
COc1ccc(C)cc1NC(=S)N1CCN(c2ncccn2)CC1	5%	1.1%	1%	-7%	-6%
CSc1nsc(SC)c1C(=O)Nc1ccc(C)cc1	5%	1.8%	10%	1%	-3%
COC(=O)/C=C/C(=O)Nc1cccc(C(F)(F)F)c1	57%	2.1%	4%	0%	12%
Cc1nc(SCC#N)c2c(C)c(C)sc2n1	-8%	0.3%	-2%	x	-1%
